HT1080 IDH1KD tx: HT-1080 IDH1 knockdown cell toxicity (counter line); HT-1080 IDH1 knockdown viability, ATP luminescence, 48 h; Potency, µM (top dose mostly 46.1 µM), without a hit: at the top dose activity, negative = toxicity, most hits filed as cytotoxic; actives 2% (n = 360,000); AID 686971;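 also: potency is read from the fitted curve at half-maximal effect; 0% = DMSO wells and -100% = cell-free medium wells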
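After a 2 h attachment period, IDH1KD HT-1080 cells took pin-transferred compound for 48 h at 37 °C; ATP-based luminescence after 10 min room-temperature reagent incubation reported viability.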
GLP1R ag: GLP-1 receptor (human) agonism; P43220; HEK293 GLP-1R CRE-luciferase, luminescence, 4-6 h; cells express a hypersensitive GLP-1R form; actives 0.007% (n = 380,000); AID 624172; Potency, µM (titrated, usually from 45.6 µM), without a hit: at the highest dose activation, most hits filed as activators; also: potency is read from the fitted curve at half-maximal effect; % of control where 0% means no effect
Target sequence (P43220 whole entry, looked up): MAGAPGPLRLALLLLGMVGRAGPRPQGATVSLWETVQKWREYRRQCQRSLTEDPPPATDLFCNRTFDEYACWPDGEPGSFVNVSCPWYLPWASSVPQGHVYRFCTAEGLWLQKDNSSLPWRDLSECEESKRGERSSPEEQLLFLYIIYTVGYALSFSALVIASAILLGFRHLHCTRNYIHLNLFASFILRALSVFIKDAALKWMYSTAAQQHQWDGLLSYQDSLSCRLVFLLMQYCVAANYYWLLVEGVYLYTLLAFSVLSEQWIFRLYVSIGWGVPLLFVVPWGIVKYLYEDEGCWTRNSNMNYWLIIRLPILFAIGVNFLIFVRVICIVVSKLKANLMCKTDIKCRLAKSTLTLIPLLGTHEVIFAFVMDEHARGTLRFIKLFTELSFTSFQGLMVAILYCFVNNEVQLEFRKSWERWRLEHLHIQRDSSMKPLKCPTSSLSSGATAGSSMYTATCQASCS
IL-1B inflam inh: inflammasome signaling inhibition, IL-1 beta readout; THP-1 LPS/ATP IL-1B secretion, AlphaLISA, 16 h; hits give low values; activity change, % at 57.5 µM; actives 4.7% (n = 360,000); in the data active = activity change below about -50%; inconclusive = mostly about -30% to -49%; also: % is scaled to controls: 0 for no effect and ±100 for the full control effect
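Secreted IL-1B measured by AlphaLISA bead assay after 16 h compound exposure of THP-1 cells; compounds (final up to 57.5 uM) added 1 h before LPS (250 ng/mL) and ATP (1.25 mM) stimulation; lower signal means less secretion.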
KB-3-1 tox: KB-3-1 parental cell cytotoxicity; actives 1.4% (n = 400,000); Potency, µM (titrated, usually from 46.1 µM), for inactives: top-dose activity change, negative = cytotoxic, most hits filed as cytotoxic; AID 1347075; KB-3-1 viability, CellTiter-Glo ATP luminescence, 72 h; also: potency is read from the fitted curve at half-maximal effect; % is scaled to controls: 0 for no effect and ±100 for the full control effect; nearly all actives have a fitted effect of over 60% in size
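Using CellTiter-Glo luminescence, growth of non-resistant KB-3-1 adenocarcinoma cells is assessed 72 h after pin-tool compound addition at 37 °C. Normalized responses across the concentration series yield fitted curves.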
HT1080NT lethal: kills 2HG-producing HT-1080-NT fibrosarcoma cells; HT-1080-NT fibrosarcoma viability, CellTiter-Glo ATP luminescence, 48 h; Potency, µM (titrated, usually from 46.1 µM), for inactives: at the highest dose activity, negative = less viability, usual class: cytotoxic; actives 1.6% (n = 360,000);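 also: NT is the 2HG producing partner of a matched IDH1 knockdown line; potency is read from the fitted curve at half-maximal effect; 0% = DMSO-treated cells and -100% = media-only wells without cells; nearly all actives have a fitted effect of over 55% in size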
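Luminescent CellTiter-Glo readout after 48 hours of compound exposure at 37 degrees C defined viability of HT-1080-NT cells. Activity was normalized to DMSO wells and cell-free media wells; concentration-response curves were fitted and assigned curve classes.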
D3 antag: D3 dopamine receptor (human) antagonism | D3R cells, DiscoveRx beta-arrestin luminescence, antagonist mode; hits give low values | actives 2.5% (n = 360,000) | AID 652054 | max response, negative = inhibition, %; in the data active = max response below about -50%; inconclusive = no clear call, values can overlap the other calls; also: % is scaled to controls: 0 for no effect and ±100 for the full control effect; mostly tested at two doses, the higher about 12 µM
Target sequence (P35462 whole entry, looked up): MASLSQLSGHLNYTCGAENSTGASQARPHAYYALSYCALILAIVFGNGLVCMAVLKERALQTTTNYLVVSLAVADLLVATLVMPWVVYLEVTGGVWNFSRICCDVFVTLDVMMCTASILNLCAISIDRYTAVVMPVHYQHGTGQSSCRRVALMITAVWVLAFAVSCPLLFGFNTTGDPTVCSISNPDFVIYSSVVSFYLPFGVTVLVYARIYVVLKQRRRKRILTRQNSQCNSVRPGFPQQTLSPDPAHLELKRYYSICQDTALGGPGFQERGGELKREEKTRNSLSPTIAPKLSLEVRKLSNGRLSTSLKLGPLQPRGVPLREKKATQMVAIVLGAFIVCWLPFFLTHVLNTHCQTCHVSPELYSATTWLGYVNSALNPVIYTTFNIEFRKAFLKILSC
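Cells plated overnight at 1500 cells/well, then exposed to library compounds with dopamine controls for 90 minutes at 37 degrees C. DiscoveRx reagent added for 30–60 minutes at room temperature; luminescence read, quantitative HTS format.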
D3 ag: agonists of human D3 dopamine receptor; D3R DiscoveRx beta-arrestin cells, luminescence, 90 min; max activation, %; P35462; actives 0.58% (n = 410,000); in the data active = max activation above about 30%; also: 0% is about no effect; mostly tested at two doses, the higher about 12 µM
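Agonist mode: compounds and dopamine controls were applied to plated cells for 90 min at 37 degrees C after an overnight attachment at 1500 cells/well. Luminescent read-out followed 30 - 60 minutes at room temperature with DiscoveRx detection reagent.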
SW480 rerep: inducers of DNA re-replication in SW480 colon cancer cells; SW480 DNA re-replication, Hoechst DNA content imaging, 48 h; Potency, µM (series often up to 46.1 µM), inactives show at the highest dose re-replication activation, actives largely listed as activators; actives 1.8% (n = 340,000); AID 624297; also: potency is read from the fitted curve at half-maximal effect; % of control where 0% means no effect; nearly all actives have a fitted effect of over 55% in size
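Readout is total intensity of Hoechst-stained nuclei, excited at 405 nm and collected at 500-530 nm. Compound treatment lasted 48 hr at 37 C in 5% CO2 before staining.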
KB-V1 MDR tox: KB-V1 MDR subline cytotoxicity; Potency, µM (doses to about 46.1 µM), inactives show at the highest dose activity change, negative = cytotoxicity, hits mostly cytotoxic; KB-V1 MDR cells viability, CellTiter-Glo, 72 h; AID 1347076; actives 3.4% (n = 400,000); also: potency is read from the fitted curve at half-maximal effect; % is scaled to controls: 0 for no effect and ±100 for the full control effect; nearly all actives have a fitted effect of over 60% in size
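qHTS viability screen in drug-selected KB-V1 MDR cells: 72 h compound treatment at 37 degrees C, ATP luminescence end point.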
* marks the source's active call; other numbers are inactive results; i = inactive; ? = inconclusive; . = not tested or not shown; & = joins results of further samples; [ ] = dose if it differs, or a comment. Unless noted, calls follow the shape of the dose curve; as a rule, active = well fitted curve in the direction sought with a large enough effect; inconclusive = small, poorly fitted or top-dose-only effect, or another doubt; inactive = no such curve, though single readings can be large; an effect the other way counts as inactive or inconclusive.

SMILES	HT1080 IDH1KD tx	GLP1R ag	IL-1B inflam inh	KB-3-1 tox	HT1080NT lethal	D3 antag	D3 ag	SW480 rerep	KB-V1 MDR tox
COc1ccc(-c2cn3c(C)c(C(=O)NCCN4CCOCC4)sc3n2)cc1	0%	1%	48	14%	1%	-4	4	-7%	12µM*
O=C(/C=C/c1ccc(Cl)cc1Cl)OCC(=O)N1CCCC1	0%	3%	-8	2%	5%	4	2	-10%	-6%
Cc1ccc(S(=O)(=O)NC(Cc2ccc(Cl)cc2)C(=O)O)cc1 (stereo not drawn)	0%	-1%	2	5%	9%	-6	0	-9%	0%
Cc1nnc(NC(=O)CSc2nnc(C)c(=O)n2N)s1	14%	2%	15	9%	26%	-17	4	-1%	25%
CCS(=O)(=O)n1nc(-c2ccco2)nc1N	3%	5%	0	-6%	5%	6	-1	-4%	4%
O=C(Nc1ncccc1O)c1cccc(S(=O)(=O)N2CCN(c3ccc(F)cc3)CC2)c1	-3%	-16%	4	-24%	1%	4	3	-2%	?
Cc1cccc(NC(=O)CSCC(=O)OCc2ccccn2)c1	-4%	8%	18	-5%	-4%	-21	-7	-231%[inhibitor]	-11%
COc1cc(OC)c2ccc(=O)oc2c1C(CCN1CCCCC1)c1ccc(N(C)C)cc1 (stereo not drawn)	-4%	-3%	-15	3%	8%	-26	-48	2%	10%
CSc1ccccc1NC(=O)CN(C)CC(=O)c1[nH]c(C)c(C(C)=O)c1C	-8%	-6%	18	-2%	-3%	-12	-6	15%	?
CCCCCc1nc2sc3c(c2c(=O)n1NC(=O)c1ccc([N+](=O)[O-])cc1)CC(C)(C)OC3	5.8µM*	1%	0	0%	5.8µM*	1	5	-43%[inhibitor]	?
CCSc1nnc(NC(=O)C(C)(C(F)(F)F)C(F)(F)F)s1	?	-11%	-1	?	?	-11	-2	-8%	-20%
CN1CCN(c2nc3ccccn3c(=O)c2/C=C(\C#N)S(=O)(=O)c2ccc(Cl)cc2)CC1	-2%	10%	32	2%	4%	-2	-12	7%	10%
Cc1c(C)c2ccc(OCC(=O)NCCN3CCOCC3)c(C)c2oc1=O	13%	-5%	0	?	14%	21	2	-2%	?
COc1ccc(C(=O)N2CCC(C(=O)Nc3cccc(C)c3)CC2)cc1OC	-2%	-3%	20	7%	10%	9	3	-1%	2%
Cc1ccc(C23CC4CC(CC(NC(=O)NN)(C4)C2)C3)cc1	20%	10%	-10	1%	13%	-6	7	-13%	12%
Cc1ccccc1C(=O)Nc1ccnn1C1CCN(C(=O)C2CCOC2)CC1 (stereo not drawn)	3%	-10%	12	.	0%	22	7	5%	.
O=S(=O)(Nc1ccc2cn[nH]c2c1)c1ccccc1	8%	-2%	10	-6%	0%	-15	2	-1%	0%
O=C(CCNS(=O)(=O)c1ccccc1C(F)(F)F)NNC(=O)C1COc2ccccc2O1 (stereo not drawn)	10%	-1%	14	24%	11%	0	1	-4%	3%
O=C1CC(N2CCN(Cc3ccc4c(c3)OCO4)CC2)C(=O)N1c1cccc2ccccc12 (stereo not drawn)	1%	0%	-5	2%	-2%	9	0	1%	?
COc1ccc(-n2cnc3cc([N+](=O)[O-])ccc32)cc1	14%	9%	-29	25%	7%	-7	-6	2%	-15%
O=C(NCCSc1ccc(Br)cc1)c1ccc2nc[nH]c2c1	?	-2%	i	-13%	-6%	4	-9	?	-27%
O=C1NCCCC1C(=O)N/N=C/c1cc([N+](=O)[O-])ccc1O (stereo not drawn)	-18%	4%	84	-5%	-15%	0	-12	?	-10%
COc1cc(OC)cc(C(=O)N/N=C/c2ccc(OC)c(COc3ccc4ccccc4c3)c2)c1	21µM*	-4%	39	?	?	-11	-8	?	?
CCC(C)NC(=O)C(=O)NCC1CCCN1CC (stereo not drawn)	6%	4%	-3	2%	-5%	14	-6	-4%	1%
CC1(C(=O)NS(=O)(=O)C2CC2)CCCN(C(=O)c2ccc(C(F)(F)F)cc2)C1 (stereo not drawn)	12%	-1%	34	0%	13%	4	3	.	7%
C=CCSc1nnc2nc3[nH]c4c(C)cccc4c3nn12	8%[9.24 µM]	-2%	0	40%	5%	16	-2	-13%	-23%
CCSc1cc(N2CCCC2)nc(-c2ccc(F)cc2)n1	8%	3%	16	-4%	3%	-3	0	-5%	-5%
COC(=O)c1c(-c2ccccc2)c(-c2ccccc2)nn(C)c1=O	-5%	6%	11	-28%&-4%	-3%	-3	-6&-4	-5%	-17%&-3%
COc1cccc(CNc2nc3cc(-c4cccc(C(=O)NCCO)c4)sc3c(=O)n2C)c1	-16%	10%	-2	0%	-12%	34	5	.	2%
COc1c(C)cc(S(=O)(=O)NC2CC(C)(C)NC(C)(C)C2)c(C)c1C	-1%	3%	-3	7%	-1%	6	-1	0%	4%
COc1ccc(-c2cc(C(F)(F)F)n3ncc(C(=O)O)c3n2)cc1OC	8%	3%	12	0%	4%	-15	8	-4%	-9%
Cc1ccc(C(C(=O)NC2CCCCC2)N2CCCC2)cc1 (stereo not drawn)	-1%	1%	-6	-5%	-7%	-7	3	5%	-2%
COCCNC(=O)C(=O)c1cc(C)n(-c2ccc([N+](=O)[O-])cc2)c1C	4%	-8%	-8	-2%	4%	-6	1	-7%	1%
CN(Cc1ccccc1)C(=O)COc1cc(=O)n(C)c2ccccc12	15%	6%	-18	0%	9%	7	-9	-8%	-22%
COc1ccc(Cl)cc1C(=O)Nc1ccc(S(=O)(=O)N2CCCC2)cc1	16%	1%	-2	15%	18%	15	4	-7%	0%
COCc1cc(C)n(CC(=O)N2CCCC2)c(=O)c1C#N	-1%	-6%	-1	12%	4%	2	-2	1%	-2%
CC(OC(=O)CCN=C1NS(=O)(=O)c2ccccc21)C(=O)Nc1ccccc1F (stereo not drawn)	3%	0%	29	6%	6%	-7	4	-2%	-26%
Cn1cccc1/C=N\NC(=O)C1COc2ccccc2O1 (stereo not drawn)	1%	-6%	6	0%	7%	1	-4	-7%	?
O=C(CCC1CCCC1)N1CCN(C(=O)C2CC2)CC1	9%	0%	8	0%	14%	1	1	1%	1%
CCCNC(=O)C1(C)CCCN(Cc2ccc(Cl)cc2)C1 (stereo not drawn)	24%	11%	0	0%	25%	-1	0	.	-2%
CCOCCCNC(=O)CN1C(=O)c2cccc3cccc1c23	1%	-4%	15	2%	-2%	1	8	4%	0%
Cc1ccc(S(=O)(=O)N2CCN(C(=S)NCc3ccc4c(c3)OCO4)CC2)cc1	-8%	-1%	-21	?	-14%	-18	-3	-2%	?
CCN(Cc1ccccc1)C(=S)Nc1cc(C(=O)OC)ccc1C(=O)OC	3%	-2%	24	8%	-7%	-5	6	5%	15µM*
O=S(=O)(NCCc1ccccc1F)c1cccc(S(=O)(=O)N2CCOCC2)c1	9%[9.24 µM]	4%	-15	-5%	-3%	13	11	-1%	0%
COc1cccc(S(=O)(=O)NCc2ccc(C(=O)N3CCN(c4ccccc4)CC3)cc2)c1	-10%	12%	-14	-6%	-9%	11	7	-1%	5%

Rewritten with two lines to a compound: 4 of the compounds above.
Order of values: HT1080 IDH1KD tx | GLP1R ag | IL-1B inflam inh | KB-3-1 tox | HT1080NT lethal | D3 antag | D3 ag | SW480 rerep | KB-V1 MDR tox
> Cc1ccc(C23CC4CC(CC(NC(=O)NN)(C4)C2)C3)cc1
→ 20% | 10% | -10 | 1% | 13% | -6 | 7 | -13% | 12%
> COc1ccc(-n2cnc3cc([N+](=O)[O-])ccc32)cc1
→ 14% | 9% | -29 | 25% | 7% | -7 | -6 | 2% | -15%
> CN(Cc1ccccc1)C(=O)COc1cc(=O)n(C)c2ccccc12
→ 15% | 6% | -18 | 0% | 9% | 7 | -9 | -8% | -22%
> COc1cc(OC)cc(C(=O)N/N=C/c2ccc(OC)c(COc3ccc4ccccc4c3)c2)c1
→ 21µM* | -4% | 39 | ? | ? | -11 | -8 | ? | ?

(further entries)
SMILES	HT1080 IDH1KD tx	GLP1R ag	IL-1B inflam inh	KB-3-1 tox	HT1080NT lethal	D3 antag	D3 ag	SW480 rerep	KB-V1 MDR tox
COc1cccc(CC(=O)Nc2nc(-c3cc(OC)ccc3OC)cs2)c1	1%	18%	-26	-1%	3%	1	3	3%	?
S=C(Nc1ccccc1Cl)N(CCCN1CCOCC1)Cc1ccccn1	28%	6%	-6	15%	8%	-4	-1	-10%	?
COc1ccc(NC(=O)CN(C)C(=O)c2cc3c(s2)CCC(C)C3)cc1 (stereo not drawn)	0%	7%	0	12%	0%	-3	1	-1%	?
COc1ccc(C=CC(O)CCN2CCC3CCC(C3)C2)cc1 (stereo not drawn)	0%	-1%	-18	-2%	8%	1	-2	-5%	-2%
C[C@@H]1CN([C@H](C)CO)C(=O)CCCn2cc(nn2)CO[C@H]1CN(C)C(=O)Nc1ccccc1F	7%	1%	8	7%	13%	-28	-6	.	12%
CCN(CC)C(=O)C1=C(C)N(Cc2ccc(F)cc2)C(=O)C(CC(=O)NC2CCCC2)C1 (stereo not drawn)	-4%	-4%	3	?	-1%	-5	-6	.	0%
O=S(=O)(c1cccs1)N1CCN(c2ccccn2)CC1	-1%	4%	-9	-10%	1%	8	6	-3%	8%
CCOC(=O)N1CCN(C(=O)CN(C)S(=O)(=O)c2ccc(OC)c(OC)c2)CC1	22%	-9%	1	9%	20%	0	2	-1%	9%
Cc1ccc(C(=O)C(OC(=O)CCC(=O)Nc2cccc(C)c2)c2ccccc2)cc1 (stereo not drawn)	1%	-7%	0	13%	-2%	-13	3	-3%	3%
CCOC(=O)c1cnc(-c2ccccc2)nc1N	-22%	-8%	1	-22%	1%	12	1	-16%	0%
OCCC#Cc1ccc(CN2CCN(Cc3ccccc3)C(CCO)C2)cc1 (stereo not drawn)	0%	8%	20	-4%	-16%	?	-19	-2%	-4%
CN1CCN(C(=O)c2cc3c(c(-c4cccc(-c5cccnc5)c4)n2)[C@H](CCO)N(C(=O)CC2CC2)C3)CC1	11%	-2%	21	?	16%	0	0	.	11%

Screening results (PubChem)
